SR-BI uptake up: enhances SR-BI lipid uptake from DiI-HDL | CHO ldlA[mSR-BI] cells, DiI-HDL uptake fluorescence, 3 h; 100 = double the neutral-control signal | activation, % at 12.5 µM | hit rate 0.096% among 320,000 | AID 504775;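 active means mean replicate activation of at least 60% and every replicate at or above 60%; inconclusive means mean or all-replicate condition met, but not both; inactive means mean below 60% and not all replicates reaching 60%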;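 further: 0% = median plate neutral-control signal and 100% = twice that signal; values of inactives mirror those of a sister screen read the other way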
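Material – SR-BI-overexpressing, LDLR-lacking CHO cells · Medium – BSA-supplemented, HEPES-buffered Ham's F12, pH 7.4 · Doses – single concentration · Times – compound with DiI-HDL co-incubation, 3 h at 37 °C · Measured by – bottom-read fluorescence, 550/595 nm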
HTR5A ag: HTR5A agonism, opioid heterodimer counter-screen; P47898; HTR5A agonist assay, luminescence, cell-based; hit rate 0.61% among 340,000; AID 504692; activation, % at 9.3 µM; in the data active means activation mostly above about 9.5%, no sharp cut-off; inactive means mostly below about 7.6%;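 further: 0% = cells with vehicle only and 100% = reference agonist; strong numbers were not always called active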
Target sequence (P47898 whole entry, looked up): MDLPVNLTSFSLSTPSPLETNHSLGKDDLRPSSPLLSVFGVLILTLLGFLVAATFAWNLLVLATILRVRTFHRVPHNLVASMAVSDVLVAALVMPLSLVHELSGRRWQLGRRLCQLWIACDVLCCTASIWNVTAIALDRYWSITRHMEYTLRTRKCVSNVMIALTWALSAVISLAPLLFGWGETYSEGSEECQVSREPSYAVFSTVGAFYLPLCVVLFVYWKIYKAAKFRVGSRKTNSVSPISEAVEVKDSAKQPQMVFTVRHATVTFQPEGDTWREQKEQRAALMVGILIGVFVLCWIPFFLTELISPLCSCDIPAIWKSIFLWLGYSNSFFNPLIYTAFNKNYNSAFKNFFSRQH
PvdQ inh: P. aeruginosa PvdQ acylase inhibition | purified PvdQ acylase, fluorescence plate reader | inhibition, % at 10 µM | hit rate 0.063% among 340,000 | AID 488965; in the data active means inhibition above about 30%, passing the limit was not always enough; inconclusive means no clear call, values can overlap the other calls;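 further: 0% = vehicle neutral wells and 100% = reference inhibitor wells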
dFosB activator: enhances mouse delta FosB homodimer DNA binding; activation, % at 25 µM; hit rate 0.99% among 340,000; purified delta FosB, TAMRA-CDK5 oligo fluorescence polarization; percent of positive-control signal above neutral wells;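 active means mean activation above about 17%, with every replicate also reaching it, limit read from the data, passing the limit was not always enough; inconclusive means only one of the two conditions met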;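 further: fluorescence polarization rise as delta FosB binds a TAMRA Cdk5 AP-1 oligo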
Target sequence (P13346 whole entry, looked up): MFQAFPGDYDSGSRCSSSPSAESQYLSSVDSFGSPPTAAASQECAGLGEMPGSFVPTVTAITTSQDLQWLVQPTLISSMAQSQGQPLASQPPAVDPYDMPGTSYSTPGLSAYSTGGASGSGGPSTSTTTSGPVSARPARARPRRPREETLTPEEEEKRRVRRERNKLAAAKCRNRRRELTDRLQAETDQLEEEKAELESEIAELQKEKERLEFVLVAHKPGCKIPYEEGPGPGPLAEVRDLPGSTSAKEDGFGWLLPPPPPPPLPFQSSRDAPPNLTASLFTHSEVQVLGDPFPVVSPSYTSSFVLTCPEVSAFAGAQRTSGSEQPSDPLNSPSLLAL
SR-BI DiI inh: mouse SR-BI HDL lipid transfer inhibition; Q61009; ldlA[mSR-BI] CHO cells, DiI-HDL uptake fluorescence, 3 h; inhibition, % at 12.5 µM; hit rate 0.96% among 320,000; AID 488896;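 active means mean replicate inhibition of at least 70% and a set share of replicates each scoring 70 or more; inconclusive means meets just one of the two criteria; inactive means fails both criteria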;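 further: 0% = median of neutral control wells and 100% = median of positive control wells; values of inactives mirror those of a sister screen read the other way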
Wnt bcat act: Wnt/beta-catenin pathway activation | Wnt/beta-catenin reporter cell assay, activator, plate reader | activation, % at 9.35 µM | hit rate 1.2% among 300,000 | AID 743398; in the data active means activation above about 30%, passing the limit was not always enough; inconclusive means no clear call, values can overlap the other calls;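 further: 0% = neutral control wells and 100% = positive control wells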
MITF act: activators of MITF-driven TRPM1 promoter activity in SK-MEL-5 cells; hit rate 0.75% among 300,000; activation, % at 12.5 µM; SK-MEL-5 TRPM1-promoter luciferase, 24 h; % of positive control, neutral wells = 0; AID 588334;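 active means mean activation of at least 80% with every replicate also reaching 80%; inconclusive means mean reaches 80% but some replicate falls short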;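 further: 0% = neutral control wells and 100% = parthenolide positive control wells; values of inactives mirror those of a sister screen read the other way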
Rtt109 Vps75: blocks Candida albicans Rtt109/Vps75 acetyltransferase activity; Q5AAJ8; purified Rtt109/Vps75, ThioGlo CoA-SH fluorescence, 4 h; inhibition, % at 34.9 µM; hit rate 0.16% among 330,000;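 active means inhibition of at least 50% in every replicate; inconclusive means best replicate reaches 50% inhibition but some replicates fall short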
CDK5 inh: CDK5/p35 (human) kinase inhibition. Q00535+Q15078. Recombinant CDK5/p35, ADP-Glo luminescence, 60 min. inhibition, % at 10 µM. hit rate 0.01% among 330,000;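 active means highest replicate inhibition of at least 50% and at least 75% of replicates reaching 50%; inconclusive means only one of the two criteria met; inactive means both criteria failed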;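 further: plate controls were DMSO neutral control for no effect and GW8510 at 10 µM for full effect; many of its hits are not listed in these tables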
RTF Ca sens act: cardiac RTF calcium sensitization; P19429+P45379; IANBD-labeled TnC RTF fluorescence at EC20 calcium; 0% EC20 calcium, 100% full calcium; activation, % at 7.2 µM; hit rate 0.24% among 340,000;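 active means activation above the mean over all tested compounds plus 3 SD, cut at about 30% in these data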;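 further: rise in fluorescence read as greater calcium sensitivity of cardiac thin filaments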
* marks the source's active call; other numbers are inactive results; u = inconclusive; x = not tested or not shown.

mol	SR-BI uptake up	HTR5A ag	PvdQ inh	dFosB activator	SR-BI DiI inh	Wnt bcat act	MITF act	Rtt109 Vps75	CDK5 inh	RTF Ca sens act
COc1ccc(/C=C2\SC(=O)N(CCNC(=O)Cc3coc4cc(C)ccc34)C2=O)cc1OC	-17	2	-6	1	17	-4	1	0	-0.2	-2
NS(=O)(=O)c1ccc(CCNC(=O)c2cc(-c3ccco3)nc3ccccc23)cc1	-12	10	8	-10	12	0	15	22	0.4	0
O=C1NC2(CCCCC2)C(=O)N1c1ccc(Cl)cc1	-13	3	-6	4	13	5	x	3	-0.1	5
Cc1ccc(S(=O)(=O)N2CCN(C(=O)CN3C(=O)c4ccccc4C3=O)CC2)c(C)c1	9	1	-15	-6	-9	-2	-10	-14	-0.3	1
CCN(CC)c1cc(C)c2ccccc2n1	5	6	-5	7	-5	1	x	-18	-0.5	-1
O=C(c1ccco1)N1CCN(Cc2nnc(-c3ccccc3F)o2)CC1	x	-3	8	-3	x	0	-2	-3	-1.9	-2
COCCCN1C(=O)c2ccc(C(=O)Nc3ccc(OC)cc3)cc2C1=O	8	1	-19	-4	-8	-1	7	1	1.6	-2
CN1CCC(=O)N([C@H](CSc2ccc(Br)cc2)c2ccccc2)CC1	22	2	5	-5	-22	u	75	2	0.4	-1
Cc1ccc(NC(=O)CN(C)C(=O)c2ccc(OCc3cn4ccccc4n3)cc2)cc1	-21	1	-1	-6	21	-3	-4	9	-0.7	2
CN1C(=O)C2(C(C#N)=C(N)N(c3cc(Cl)cc(Cl)c3)C3=C2C(=O)CCC3)c2ccccc21 (stereo not drawn)	3	7	-12	5	-3	x	-42	1	-0.3	5
Cc1ccc(NC(=O)Cn2cnc3c(cnn3C(C)(C)C)c2=O)cc1	3	6	-5	3	-3	x	-1	9	1.8	-3
CCCCn1c(N)c(N(CCOC)C(=O)COC(=O)C(C)(C)Oc2ccc(Cl)cc2)c(=O)[nH]c1=O	-10	-1	-7	0	10	-3	-3	-1	-0.4	-6
Cc1nn(-c2ccccc2)c(Cl)c1/C=N/NC(=O)OC(C)(C)C	-22	0	0	-7	22	34*	57	-1	1.0	6
CC(=O)Oc1c(Br)cc(N(C(C)=O)S(=O)(=O)c2ccccc2)c2ccccc12	-5	-4	2	-3	5	1	x	14	-2.4	0
COc1ccccc1C1SCCN1C(=O)c1ccc([N+](=O)[O-])cc1 (stereo not drawn)	-7	4	-8	2	7	-6	6	11	0.2	-1
C=CCNC(=S)NNC(=O)C(CCC(C)C)CC(C)O (stereo not drawn)	23	-3	-7	6	-23	-2	10	-3	-0.7	-2
CC(=O)c1cccc(NC(=O)CC2S/C(=N/N=C/c3cccs3)NC2=O)c1 (stereo not drawn)	-51	4	-13	40*	51	-2	7	0	-0.2	3
CC(=O)Nc1ccc2c(c1)ncn2C1CCCCC1	21	5	-13	-1	-21	x	25	-6	1.2	-3
COc1ccccc1CC(=O)Nc1ccc([N+](=O)[O-])cc1OC	-19	-2	-11	2	19	0	4	7	1.7	-3
COc1ccccc1NC(=O)c1cc(N2C(=O)C3C4CCC(C4)C3C2=O)ccc1Cl (stereo not drawn)	-45	3	-7	-3	45	-1	6	-2	-0.5	-10
CC(C(=O)N(C)C1CCCCC1)N1CCC(C(N)=O)CC1 (stereo not drawn)	x	-1	-12	3	x	2	1	-4	-1.5	0
CSc1ncccc1C(=O)OCc1ccc(C#N)cc1	-16	0	-8	-3	16	-6	12	-13	-1.2	0
CCOC(=O)C1(Cc2cccc(OC)c2)CCCN(C(=O)c2cc(C)on2)C1 (stereo not drawn)	-1	0	-15	-5	1	12	31	3	0.0	4
COc1cc(CCCN2CCNC[C@H]2Cc2cccc3ccccc23)cc(OC)c1OC	-4	-6	-10	4	4	2	x	-1	-1.5	0
CN1N=C(C(C)(C)C)CSC1=Nc1ccccc1	2	0	-11	-2	-2	0	6	4	1.3	3
Cc1ccc(NNC(=O)c2ccno2)cc1C	3	6	-3	4	-3	4	x	3	-0.3	-1
CC(O)CN(CCC(N)=O)CCC(N)=O (stereo not drawn)	5	-1	-7	-3	-5	-9	x	2	1.1	8
Cc1cccc(N2CCCn3c2nc2c3c(=O)[nH]c(=O)n2C)c1	5	2	0	2	-5	-1	-18	7	-0.2	-4
CS(=O)(=O)N1CCCC(C(=O)Nc2ccccc2)C1 (stereo not drawn)	26	0	-4	-8	-26	-2	-16	-8	3.3	6
O=C(CSc1ncnc2ccccc12)c1ccco1	3	3	4	-12	-3	x	41	-24	1.8	1
Oc1ccc(N2CCN(c3ccnc4cc(Cl)ccc34)CC2)cc1	-25	3	-3	-10	25	0	-4	-3	0.1	-7
CCCCC1=CC2=CC(=O)C(C)(OC(=O)c3cccs3)C(=O)C2=CO1 (stereo not drawn)	0	-4	-7	-15	0	-2	-1	-3	1.5	-3
COCCCNC(=O)c1nc2c(nnn2Cc2cc(C)ccc2C)c(=O)[nH]1	11	-2	-14	3	-11	x	14	-2	-0.5	6
Cc1nnc(SCC(=O)NC2CCCC2)s1	45	3	-6	1	-45	2	9	-5	-0.5	-8
CCN(CC(=O)Nc1c(F)cccc1F)C(=O)CCc1nc2sc3c(c2c(=O)[nH]1)CCCC3	-7	5	7	-17	7	2	3	10	-2.8	-11
CCn1nnnc1NCc1c(OC)ccc2ccccc12	-2	1	-4	-5	2	-1	-1	-18	-0.2	3
COc1ccc(C2=NN(C(=O)CN3CCCCC3)C(c3ccc(OC)cc3)C2)cc1 (stereo not drawn)	x	1	-14	-19	x	3	x	-2	0.1	2
O=C(CNS(=O)(=O)c1ccccc1)N/N=C/c1ccccc1[N+](=O)[O-]	-21	0	-9	-7	21	0	-5	3	0.5	-2
COc1ccc(CNC(=O)CSc2nc3c(oc4ccccc43)c(=O)n2CC2CCCO2)cc1 (stereo not drawn)	27	-3	-6	-6	-27	-2	-3	-5	-1.7	-8
Cc1cc(N2C(=O)c3ccc(C(=O)Nc4ccc(CC(=O)O)cc4)cc3C2=O)no1	16	-2	0	6	-16	1	4	-2	0.9	0
N#CCCN(C(=O)COC(=O)CCc1c[nH]c2ccccc12)c1ccc(F)cc1	16	-1	-17	0	-16	-2	-18	0	-0.7	-14
CN(CCO)C(=O)c1c(NC(=O)c2ccccc2)sc2c1CCCC2	-39	0	-13	-9	39	0	-14	0	1.7	4
COc1cc2c(cc1OC)CN(C(=O)C1CCCN1S(=O)(=O)c1ccc(F)cc1)CC2 (stereo not drawn)	x	-1	-19	-10	x	-2	6	4	1.5	6
CCC1(c2ccccc2)NC(=O)N(CC(=O)N2CC(=O)Nc3ccccc32)C1=O (stereo not drawn)	16	3	1	-9	-16	0	11	5	1.2	-5
CCc1ccc(NC(=O)CNCc2ccc(OC)c(OC)c2)cc1	0	2	-16	0	0	-1	3	-1	-1.7	1
Cc1cnc(NC(=O)c2ccc(-c3nc4ccccc4s3)o2)s1	-32	0	-5	-23	32	27	7	-6	-0.3	-5
CCc1[nH]c(=S)c(C#N)c(-c2ccccc2)c1C(=O)OC	12	5	-2	2	-12	-1	-6	-4	0.4	2
O=C(c1ccc(CSc2ccccc2)cc1)N1CCN(c2ccccc2)CC1	18	-4	-6	-14	-18	-1	-2	-11	1.5	-1
CN(CC(=O)Nc1cccc(F)c1)CC(=O)Nc1ccccc1Oc1ccccc1	3	0	-2	-13	-3	-3	13	4	-0.4	-1
O=C(CCc1nc2ccccc2[nH]1)Nc1ccc(F)cc1	-5	4	-9	2	5	x	15	-8	1.4	-2
OCC1(CCOc2ccccc2)CCN(Cc2cc(Cl)ccc2O)CC1	0	4	-19	-12	0	-2	x	3	-2.3	-4
Cc1cc(OCCCC(=O)NCCc2ccccn2)ccc1Cl	0	2	-4	-10	0	0	16	4	-1.4	0
Cc1cc(C)c2[nH]c(=O)c(C(c3nnnn3C(C)(C)C)N(Cc3ccco3)CC3CCCO3)cc2c1 (stereo not drawn)	12	-3	-9	-3	-12	-10	-15	2	0.0	0
O=C(NC1CCCCC1)C(c1ccc(F)cc1)N(CCCN1CCOCC1)C(=O)c1ccc(CN2CCOCC2)o1 (stereo not drawn)	4	0	-11	-1	-4	0	x	7	0.2	0
CCCCCCNCC1OCc2ccccc2CO1	19	3	-4	-2	-19	-1	8	20	1.1	14
Cc1ccc(C)c(-c2csc(Nc3ncccn3)n2)c1	-13	1	-3	-2	13	10	15	9	-1.9	-2
COc1ccc(CN2CCCC(C(=O)N3CCc4ccccc4C3)C2)cc1OC (stereo not drawn)	26	-2	0	-7	-26	-1	-9	3	-0.3	-2
Cc1ccc(C)c(/C(O)=C2\C(=O)C(=O)N(Cc3cccnc3)C2c2cccnc2)c1 (stereo not drawn)	42	-1	-9	2	-42	x	-8	-1	0.4	0
Cc1ccc2c(C)c(C(=O)Nc3ccc(S(N)(=O)=O)cc3)oc2c1C	-56	-14	26	48*	56	30*	21	4	-1.9	-3
O=C(Nc1ccccc1C(=O)O)c1ccc(CN2C(=O)c3ccccc3C2=O)cc1	2	0	-7	0	-2	2	0	0	-1.8	4

New compounds follow.
mol	SR-BI uptake up	HTR5A ag	PvdQ inh	dFosB activator	SR-BI DiI inh	Wnt bcat act	MITF act	Rtt109 Vps75	CDK5 inh	RTF Ca sens act
O=C(/C=C/c1ccco1)NC(=S)Nc1ccc(O)c(-c2nc3ccccc3s2)c1	-20	8	-1	-8	20	x	-56	-6	-0.6	-5
O=C1CC(c2ccccc2)CC(O)=C1C=NC1CCCCC1 (stereo not drawn)	-8	1	-19	-3	8	x	18	-1	-3.2	5
Cc1nnsc1S(=O)(=O)Cc1ccccc1Cl	12	-2	-5	0	-12	x	0	4	-0.9	-4
Cc1nn(-c2ccccc2)c(N2CCCC2)c1/C=N/NC(=S)Nc1cc(C(F)(F)F)ccc1Cl	-86	-1	-13	-10	86*	x	4	2	1.2	8
CC(C)(C)c1cc(NC(=O)CCSc2nnc3ccccn23)cc(C(C)(C)C)c1	-42	6	-13	-11	42	-5	x	-6	-0.6	3
CSc1ccccc1NC(=O)COC(=O)c1ccc(-n2nc(C)cc2C)cc1	27	-1	-8	-1	-27	0	-2	-9	1.2	-3

Screening results deposited in PubChem BioAssay by several laboratories.
